SARS 3CLpro inh – SARS-CoV 3CLpro protease inhibition | P0C6X7 | recombinant SARS-CoV 3CLpro, quenched FRET peptide cleavage | inhibition, % at 6 µM | 290,000 compounds, 0.14% hits | AID 1706; in the data active = inhibition above about 12%
BH1578 lux ind – inducers of Vibrio cholerae quorum light production without autoinducers; AID 588436; 350,000 compounds, 0.16% hits; V. cholerae BH1578 lux reporter, luminescence, 6 h; activation, % at 18.7 µM; in the data active = activation mostly above about 9.7%, no sharp cut-off; inconclusive = no clear call, values can overlap the other calls; inactive = mostly below about 3.7%; also: not every result past the cut was called active; inactives centre near 0; reference of the scale not given here
DUSP3 inh – blocks human VHR1 dual specificity phosphatase; inhibition, % at 13.3 µM; 290,000 compounds, 0.52% hits; recombinant VHR phosphatase, pNPP absorbance; in the data active = inhibition above about 50%; also: some compounds called inactive have numbers as strong as hits
SSB-PriA inh – blocks PriA binding to SSB C-terminal tail; AlphaScreen SSBct-PriA binding, biotinylated peptide; inhibition, % at 33 µM; 430,000 compounds, 0.6% hits; AID 1272365; in the data active = inhibition mostly above about 37%, no sharp cut-off; inactive = mostly below about 20%;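 also: plate controls were negative control peptide for no effect and reference peptide for full effect; strong numbers were not always called active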
UGM FP inh – blocks M. tuberculosis UGM enzyme | P9WIQ1 | 320,000 compounds, 0.06% hits | purified UGM, fluorescence polarization probe displacement | inhibition, % at 10 µM; in the data active = inhibition above about 10%, passing the limit was not always enough; inconclusive = no clear call, values can overlap the other calls
Target sequence (P9WIQ1 whole entry, looked up): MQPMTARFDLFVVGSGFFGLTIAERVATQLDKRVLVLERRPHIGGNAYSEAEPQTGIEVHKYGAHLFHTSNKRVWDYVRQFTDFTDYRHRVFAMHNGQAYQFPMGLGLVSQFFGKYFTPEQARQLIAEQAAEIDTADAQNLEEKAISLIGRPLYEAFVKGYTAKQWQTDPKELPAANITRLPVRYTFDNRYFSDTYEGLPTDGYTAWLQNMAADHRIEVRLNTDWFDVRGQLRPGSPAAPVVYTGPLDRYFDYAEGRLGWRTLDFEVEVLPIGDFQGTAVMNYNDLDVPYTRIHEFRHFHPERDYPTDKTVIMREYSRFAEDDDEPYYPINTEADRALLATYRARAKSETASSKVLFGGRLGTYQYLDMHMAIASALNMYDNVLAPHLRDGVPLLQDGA
Rv3671c protease – Rv3671c (M. tuberculosis) protease inhibition; P9WHR9; inhibition, % at 5.96 µM; 320,000 compounds, 0.048% hits; AID 2606; in the data active = inhibition above about 38%;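 also: extracellular domain of Rv3671c used as enzyme; 0% = enzyme with DMSO and 100% = no enzyme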
Target sequence (P9WHR9 whole entry, looked up, the tested form may be a part): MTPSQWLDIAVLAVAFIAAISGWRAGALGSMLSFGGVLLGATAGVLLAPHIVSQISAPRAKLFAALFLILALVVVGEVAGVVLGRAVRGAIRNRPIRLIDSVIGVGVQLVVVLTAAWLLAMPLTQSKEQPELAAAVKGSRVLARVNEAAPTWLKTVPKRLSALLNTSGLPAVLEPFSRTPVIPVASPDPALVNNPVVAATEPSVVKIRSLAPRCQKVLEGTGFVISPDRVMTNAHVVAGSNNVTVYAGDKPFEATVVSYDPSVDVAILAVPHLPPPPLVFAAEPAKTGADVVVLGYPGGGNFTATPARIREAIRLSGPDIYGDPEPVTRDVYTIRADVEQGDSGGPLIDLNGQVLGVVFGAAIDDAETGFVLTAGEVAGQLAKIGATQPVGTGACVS
GDH-TPI counter – GDH-TPI coupled enzyme inhibition counter-screen; AID 588335; GDH-TPI coupled enzyme counterscreen, NADH absorbance; 360,000 compounds, 1.2% hits; inhibition, % at 4.8 µM; in the data active = inhibition above about 30%;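 also: 0% = DMSO wells and 100% = wells lacking the enzyme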
MazF activator – activators of E. coli MazEF toxin-antitoxin RNase | P0AE70 | 350,000 compounds, 0.32% hits | activation, % at 20 µM | FAM/BHQ RNA-DNA oligo cleavage fluorescence, 5 h; in the data active = activation above about 50%
Target sequence (P0AE70 whole entry, looked up): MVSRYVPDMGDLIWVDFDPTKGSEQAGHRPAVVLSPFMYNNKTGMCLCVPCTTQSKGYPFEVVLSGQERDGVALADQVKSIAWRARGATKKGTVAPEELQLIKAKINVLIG
BioA inh – blocks M. tuberculosis BioA enzyme activity; 360,000 compounds, 0.096% hits; purified M. tuberculosis BioA enzyme, plate reader; AID 602481; inhibition, % at 9.99 µM; in the data active = inhibition above about 40%; inconclusive = no clear call, values can overlap the other calls
FBA Mtb inh – inhibits M. tuberculosis FBA enzyme | purified M. tuberculosis FBA, fluorescence read-out | inhibition, % at 1 µM | AID 588726 | 360,000 compounds, 2.3% hits; in the data active = inhibition above about 27%;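 also: 0% = vehicle and 100% = reference inhibitor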
* marks the source's active call; other numbers are inactive results; i = inactive; ? = inconclusive; / = not tested or not shown. Some of the compounds tested. The share of hits here may be higher or lower than overall.

The opening 11 entries as a preview:
SMILES	SARS 3CLpro inh	BH1578 lux ind	DUSP3 inh	SSB-PriA inh	UGM FP inh	Rv3671c protease	GDH-TPI counter	MazF activator	BioA inh	FBA Mtb inh
O=S(=O)(c1ccc(OC(F)(F)F)cc1)N1CCCC(c2ccccc2)C1 (centres undefined)	1	-0.6	3	1	0.4	-8	6	-3	-1.6	3
O=C1CC(/C=C/c2ccccc2)(C(=O)NC2CCCC2)N1c1ccc(S(=O)(=O)N2CCCC2)cc1 (centres undefined)	-2	i	-4	-7	0.9	-6	-2	0	-0.7	-1
CCC(=O)N1CCN(c2ccc(NC(=O)COc3ccccc3[N+](=O)[O-])cc2)CC1	2	-0.4	11	-10	-1.9	0	9	3	-0.9	1
COC(=O)c1ccc(CNC(=O)COC(=O)c2cccs2)cc1	/	/	/	7	0.6	-2	4	13	/	-2
CCOc1ccc(N(CC(=O)Nc2ccc(C)c(C)c2)S(=O)(=O)c2c(C)[nH]c(=O)[nH]c2=O)cc1	-5	-0.8	18	-4	-0.2	-6	5	-9	-0.3	1
OCC1(Cc2ccccc2)CCN(C2CCN(c3ccc(F)c(F)c3)CC2)CC1	9	-0.2	35	-4	1.5	-8	4	11	/	1
Cc1cccc(C)c1OCCN1CCCC1	-1	i	4	-3	-2.1	-4	2	9	1.3	1
Cc1ccc2n(n1)c(=O)c(Cc1ccccc1)c([O-])[n+]2-c1ccccc1	1	-0.2	-2	-2	0.6	1	-3	-6	1.4	1
CCCC(=O)NCCc1nc2ccccc2n1CC(=O)c1ccccc1	-8	-0.4	-2	-17	3.2	-5	15	3	1.2	2
COc1ccc(/C=C/CN2CCC(CO)(Cc3ccccc3Cl)CC2)cc1	-2	-0.3	-15	-8	2.2	-6	9	11	-1.3	-4
O=C(COC(=O)CCNS(=O)(=O)c1ccccc1)Nc1ccc(OC(F)F)cc1	/	-0.3	/	-16	2.3	-2	-1	-13	0.9	7

The whole of this part, repeating the preview:
SMILES	SARS 3CLpro inh	BH1578 lux ind	DUSP3 inh	SSB-PriA inh	UGM FP inh	Rv3671c protease	GDH-TPI counter	MazF activator	BioA inh	FBA Mtb inh
O=S(=O)(c1ccc(OC(F)(F)F)cc1)N1CCCC(c2ccccc2)C1 (centres undefined)	1	-0.6	3	1	0.4	-8	6	-3	-1.6	3
O=C1CC(/C=C/c2ccccc2)(C(=O)NC2CCCC2)N1c1ccc(S(=O)(=O)N2CCCC2)cc1 (centres undefined)	-2	i	-4	-7	0.9	-6	-2	0	-0.7	-1
CCC(=O)N1CCN(c2ccc(NC(=O)COc3ccccc3[N+](=O)[O-])cc2)CC1	2	-0.4	11	-10	-1.9	0	9	3	-0.9	1
COC(=O)c1ccc(CNC(=O)COC(=O)c2cccs2)cc1	/	/	/	7	0.6	-2	4	13	/	-2
CCOc1ccc(N(CC(=O)Nc2ccc(C)c(C)c2)S(=O)(=O)c2c(C)[nH]c(=O)[nH]c2=O)cc1	-5	-0.8	18	-4	-0.2	-6	5	-9	-0.3	1
OCC1(Cc2ccccc2)CCN(C2CCN(c3ccc(F)c(F)c3)CC2)CC1	9	-0.2	35	-4	1.5	-8	4	11	/	1
Cc1cccc(C)c1OCCN1CCCC1	-1	i	4	-3	-2.1	-4	2	9	1.3	1
Cc1ccc2n(n1)c(=O)c(Cc1ccccc1)c([O-])[n+]2-c1ccccc1	1	-0.2	-2	-2	0.6	1	-3	-6	1.4	1
CCCC(=O)NCCc1nc2ccccc2n1CC(=O)c1ccccc1	-8	-0.4	-2	-17	3.2	-5	15	3	1.2	2
COc1ccc(/C=C/CN2CCC(CO)(Cc3ccccc3Cl)CC2)cc1	-2	-0.3	-15	-8	2.2	-6	9	11	-1.3	-4
O=C(COC(=O)CCNS(=O)(=O)c1ccccc1)Nc1ccc(OC(F)F)cc1	/	-0.3	/	-16	2.3	-2	-1	-13	0.9	7
CNC(=O)c1sc(-c2ccc(Cl)cc2)nc1C	3	i	7	-4	-0.3	1	30	1	0.1	-1
CC(C)Cc1nc2sc3c(SCC(N)=O)ncnc3c2c2c1CCC2	-5	-0.8	6	-4	1.8	1	-5	1	-1.2	6
CCCCc1ccc(S(=O)(=O)Nc2cc(C)on2)cc1	4	-0.8	24	-9	2.8	4	10	-5	-6.2	-3
NNC(=O)c1[nH]c2ccc(Cl)cc2c1-c1ccccc1	8	0.4	-1	-7	-0.8	-20	25	-4	/	3
O=C(Nc1cccc(S(=O)(=O)N2CCCCCC2)c1)C1CCN(C(=O)c2ccc(Cl)cc2)CC1	/	i	/	-13	-4.4	1	6	-6	/	-1
O=C(c1ccc2c(c1)OCCCO2)N1CCCCC1	2	i	-11	0	0.5	1	-8	0	/	1
CC(=O)N1CCOc2ccc(S(=O)(=O)N3CCC(C(=O)NCc4ccc(C)cc4)CC3)cc21	1	-0.3	10	-9	0.9	-4	-4	5	0.8	0
CC(=O)N(CC(C)C(=O)O)c1c(I)cc(I)c(N)c1I (centres undefined)	/	i	/	-1	2.4	5	5	11	-0.2	4
O=C(O)CCC(=O)Nc1ccc(SSc2ccc(NC(=O)CCC(=O)O)cc2)cc1	-2	i	-13	-2	0.6	-6	6	6	-0.7	1
O=C(CNS(=O)(=O)c1ccccc1)OCC(=O)c1ccc([N+](=O)[O-])cc1	0	-2.4	-11	-3	2.1	-3	2	1	0.4	1
COc1ccc(NC(=O)C2CCN(c3ncnc4c3nc3n4CCCCC3)CC2)cc1Cl	-2	i	1	8	-0.8	2	11	5	9.1	-1
O=C(CSc1ncn[nH]1)NCCc1ccccc1	4	i	10	-3	2.0	2	-13	-1	-0.8	-3
COCCCN(C(=O)CSCC(=O)Nc1ccc(C)cc1)c1c(N)n(Cc2ccccc2)c(=O)[nH]c1=O	/	i	/	-2	/	/	-3	-4	-0.7	1
COc1ccc(NC(=O)[C@H](Cc2c[nH]c3ccccc23)NC(=O)[C@@H]2Cc3ccccc3CN2)cc1	4	-0.4	-8	29	-1.7	0	2	3	0.3	1
CN/C(=C/[N+](=O)[O-])NCCSCc1ccc(CN(C)C)o1	-3	4.2	-15	-6	2.1	5	22	-3	0.2	7
O=C1C(c2ccccc2)C2C=CC(C2)N1O (centres undefined)	/	-2.2	/	-2	/	/	8	-2	-1.0	4
CCn1nc(C(=O)Nc2cccc3ccccc23)c(Cl)c1Cl	4	-0.3	13	-15	0.2	-3	3	1	0.6	-3
Cc1c(Cl)cccc1-n1cnc(=O)c2ccccc21	/	2.6	/	-3	-1.0	12	7	-5	/	2
Cc1ccc(N2CC(NC(=O)C(=O)c3c[nH]c4ccccc34)CC2=O)cc1C (centres undefined)	/	5.1	/	0	-0.2	8	-3	13	/	1
CCC(C)c1ccc(NC(=O)COC(=O)C2=COCCO2)cc1 (centres undefined)	4	-1.7	35	-22	0.2	1	-5	-3	1.1	0
O=C(CN1C(=O)NC2(CCCC2)C1=O)Nc1cc(S(=O)(=O)N2CCOCC2)ccc1OCC(F)(F)F	0	2.9	32	12	-2.2	1	9	2	-0.8	5
COc1ccc(Cl)cc1N1C(=N)SCC1=O	-3	i	15	-25	-0.5	-3	9	4	/	-1
COc1ccc(N2CCN(C(=O)COC(=O)c3ccccc3OCc3ccc(F)cc3)CC2)cc1	/	i	/	18	-0.1	8	3	-11	-4.4	1
Cc1ccc(-c2nnc(OCc3cccnc3)c3ccccc23)cc1	1	i	16	0	2.0	-12	-4	3	?	1
CCOc1ccc2nc(S(=O)(=O)NC(=O)C3(C)CCN3C(=O)c3cc(C)n(C)n3)sc2c1 (centres undefined)	/	-0.7	/	/	/	/	-6	/	0.8	6
CC(C)(C)NC(=O)CSc1nnc(SCC(=O)NC(C)(C)C)s1	1	-0.3	-1	0	0.9	10	-2	6	-0.6	-2
O=C(CCS(=O)(=O)c1ccc(Br)s1)Nc1ccccc1Br	4	-0.5	19	2	0.6	-5	3	-7	-2.3	2
COc1ccc(CNC(=O)Nc2ccc(C)c(C)c2)cc1	-1	i	9	-9	0.0	2	16	4	/	-4
COc1ccc(CN(C)CCCn2cnc3c(OCc4ccccc4)ncnc32)cc1	/	-0.6	/	-14	/	/	5	-5	-1.0	-3
CCc1nc(N2CCN(C(=O)c3ccco3)CC2)c(C#N)c2c1COC(C)(C)C2	6	-0.2	0	3	0.1	5	5	0	5.1	40*
O=C(CSc1nc2nc(-c3cccs3)cc(C(F)(F)F)c2c(=O)[nH]1)Nc1ccc(F)c(F)c1	5	-3.6	6	-11	-0.5	-99	11	-33	/	20
NC(=O)c1cc(Sc2ccccc2)nc2ccccc12	/	i	/	3	/	/	18	12	-0.3	-1
Nc1nc2n(n1)C(c1cccs1)CC(c1ccc(Br)cc1)N2 (centres undefined)	0	-2.9	26	-3	-0.3	-7	8	16	i	48*
Oc1cccc(Nc2nc(N3CCOCC3)nc(N3CCOCC3)n2)c1	0	-1.0	0	12	0.0	/	6	10	-0.9	-1
c1ccc(-c2cc(CSc3nc4ccccc4[nH]3)on2)cc1	-6	i	-4	-3	4.2	-20	13	-3	3.4	2
COc1cc(/C=N/NC(=O)c2ccc(CN(C)S(=O)(=O)c3ccc(C)cc3)cc2)ccc1O	-4	-1.6	15	/	3.0	-2	4	8	/	-2
O=C(Nc1ccccc1-c1ccccc1)C(c1ccccc1)c1ccccc1	-3	-0.8	8	17	0.0	-6	9	5	-3.9	3
Cc1ccc(S(=O)(=O)N(CCCO)Cc2cc3c(C)ccc(C)c3[nH]c2=O)cc1	4	-0.3	10	-3	-1.3	-7	2	-3	0.9	-1
Cc1ccc(NC(=O)CSc2nc3ccccc3c(=O)n2CCCC(=O)NCC2CCCO2)cc1 (centres undefined)	5	-1.1	-1	1	0.7	5	-3	11	-1.2	-2
COc1cccc(-c2nn(C)c3sc(C(=O)N4CCOCC4)cc23)c1	0	-0.3	-12	2	0.4	12	0	11	2.0	7
COc1ccc(NC(=O)C2=CC=CN3CCS(=O)(=O)N=C23)c(OC)c1	/	-8.3	/	-14	-1.2	4	26	-2	-1.0	3
CCn1cc(C(=O)N2CC=C(c3ccccc3)CC2)c(=O)c2ccc(C)nc21	2	0.1	-1	6	1.3	-8	18	3	4.0	1
CN1CCCN(C(=O)c2c(F)cccc2Cl)CC1	2	-0.3	21	-13	-0.5	-4	0	1	7.1	1
Cc1ccccc1N1CCN(CCCCN2C(=O)C3CCCN3C2=O)CC1 (centres undefined)	0	-0.3	5	3	/	-2	2	7	1.6	-1
O=C1CCCC(=O)C1Sc1ccc(Cl)cc1	-1	i	30	-12	0.5	4	1	-9	/	-1
COc1ccccc1/C(C)=N/NC(=O)c1nnn(-c2nonc2N)c1C(C)C	9	-12	4	/	0.0	1	3	6	0.8	-2
CC1(c2ccccc2)NC(=O)N(NC(=O)COC(=O)c2cc(Br)ccc2O)C1=O (centres undefined)	/	i	/	3	3.7	0	4	3	-0.6	1
CN(CC(=O)Nc1ccc(Cl)c(C(F)(F)F)c1)C(=O)c1ccc2c(c1)OCCO2	/	i	/	-10	-0.1	4	1	7	1.8	-2
O=[N+]([O-])c1ccccc1CSc1nc2ccccc2o1	4	2.6	-5	10	-2.2	10	-3	-17	/	0
Cc1ccc(C(=O)N/C(=C\c2ccco2)C(=O)NCCCn2ccnc2)cc1	-3	i	21	103*	-1.5	2	5	-11	/	3

Compound activity (PubChem)
